TWEAK Fn14 block: TWEAK-Fn14 signaling inhibition | TWEAK-stimulated Fn14 reporter cells, luciferase luminescence, 8 h | inhibition, % at 10 µM | 2% of 360,000 active; in the data active means inhibition above about 50%
KKLEB cytotox: CF airway cell cytotoxicity counter-screen; KKLEB CF airway cells viability, ATPlite luminescence, overnight; stronger effect = lower value; cells stimulated with P. aeruginosa culture filtrate; activity change (cytotoxicity), % at 5 µM; 0.36% of 360,000 active; AID 602141;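 active means corrected activity change at or below -50% at 5 µM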
SRC3 inh: inhibitors of human steroid receptor coactivator 3 (SRC3); HEK293 GAL4-SRC3 luciferase reporter, luminescence; inhibition, % at 3.6 µM; Q9Y6Q9; AID 588352; 0.17% of 360,000 active;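 active means inhibition above a per-campaign cutoff, the mean of all compounds plus 3 SD, cut at about 60% in these data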;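 further: 0% = DMSO-treated cells and 100% = gossypol-treated cells at 36 µM; higher means less SRC3-driven luciferase light from the GAL4 reporter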
CF NFkB block: blocks PAF-induced NF-kB reporter in cystic fibrosis cells; KKLEB NF-kB-GFP reporter, GFP fluorescence overnight; 0.86% of 360,000 active; AID 588850; inhibition, % at 5 µM;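 active means at least 50% inhibition at 5 µM, scaled per plate between neutral and stimulator controls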;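 further: PAF is a Pseudomonas aeruginosa culture filtrate used as stimulus; plate controls were PAF-stimulated DMSO wells for no effect and unstimulated DMSO wells for full effect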
LRH-1 inv ag: inverse agonists of human LRH-1 (NR5A2); AID 602396; HEK293T StAR-luciferase reporter, LRH-1 transfected, 24 h; inhibition, % at 3.6 µM; 0.13% of 360,000 active;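 active means inhibition above the mean inhibition of all tested compounds plus 3 SD, cut at about 73% in these data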;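 further: 0% = DMSO wells and 100% = reporter-only cells lacking LRH-1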
NCOA1 inh: human NCOA1 inhibition. Q15788. HEK293 GAL4-SRC1 luciferase reporter, luminescence. inhibition, % at 3.6 µM. 0.12% of 360,000 active;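 active means inhibition above the campaign mean plus 3 SD, with each screening campaign given its own cutoff, cut at about 60% in these data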;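 further: 0% = DMSO treated cells and 100% = gossypol at 36 µM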
Target sequence (Q15788 whole entry, looked up, the tested form may be a part): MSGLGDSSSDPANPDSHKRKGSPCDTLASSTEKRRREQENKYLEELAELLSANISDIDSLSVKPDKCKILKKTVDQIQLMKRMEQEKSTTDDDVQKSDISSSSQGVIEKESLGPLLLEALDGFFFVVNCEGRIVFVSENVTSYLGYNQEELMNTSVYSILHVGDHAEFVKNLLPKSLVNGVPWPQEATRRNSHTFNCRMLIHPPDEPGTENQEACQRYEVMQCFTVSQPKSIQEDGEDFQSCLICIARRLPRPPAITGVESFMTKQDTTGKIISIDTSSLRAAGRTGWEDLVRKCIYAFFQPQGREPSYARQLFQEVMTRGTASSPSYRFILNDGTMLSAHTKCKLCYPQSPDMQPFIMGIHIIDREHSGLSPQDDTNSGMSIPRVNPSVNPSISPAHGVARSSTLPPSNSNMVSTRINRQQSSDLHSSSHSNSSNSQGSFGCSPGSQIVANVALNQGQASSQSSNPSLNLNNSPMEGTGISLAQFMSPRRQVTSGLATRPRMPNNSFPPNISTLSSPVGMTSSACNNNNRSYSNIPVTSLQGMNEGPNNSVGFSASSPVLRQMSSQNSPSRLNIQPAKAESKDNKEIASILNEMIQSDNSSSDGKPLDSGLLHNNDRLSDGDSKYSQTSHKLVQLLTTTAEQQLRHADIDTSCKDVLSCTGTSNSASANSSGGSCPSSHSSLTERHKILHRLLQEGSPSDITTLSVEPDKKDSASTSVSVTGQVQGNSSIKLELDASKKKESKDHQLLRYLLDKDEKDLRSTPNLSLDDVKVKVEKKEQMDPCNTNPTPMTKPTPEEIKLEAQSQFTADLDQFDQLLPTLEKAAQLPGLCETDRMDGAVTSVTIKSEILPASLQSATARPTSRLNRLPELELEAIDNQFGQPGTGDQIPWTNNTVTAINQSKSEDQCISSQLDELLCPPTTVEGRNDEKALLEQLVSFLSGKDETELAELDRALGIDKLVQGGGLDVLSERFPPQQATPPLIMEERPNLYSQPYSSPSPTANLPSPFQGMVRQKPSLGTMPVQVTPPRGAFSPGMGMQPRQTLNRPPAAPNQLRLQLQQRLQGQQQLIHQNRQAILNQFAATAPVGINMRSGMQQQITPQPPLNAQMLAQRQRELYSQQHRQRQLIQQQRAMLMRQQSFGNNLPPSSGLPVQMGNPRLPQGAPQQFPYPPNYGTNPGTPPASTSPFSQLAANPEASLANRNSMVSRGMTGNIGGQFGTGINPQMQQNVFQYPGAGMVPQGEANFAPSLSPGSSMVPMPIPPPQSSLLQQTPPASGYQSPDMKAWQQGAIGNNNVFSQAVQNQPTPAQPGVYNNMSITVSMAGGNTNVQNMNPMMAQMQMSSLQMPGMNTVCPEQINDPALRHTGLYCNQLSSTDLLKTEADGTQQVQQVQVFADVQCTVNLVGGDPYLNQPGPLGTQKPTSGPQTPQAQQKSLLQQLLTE
LMP1 NFkB inh: reduces LMP1-driven NF-kappaB luciferase signal; LMP1-induced NF-kappaB luciferase reporter cells, luminescence; inhibition, % at 12.5 µM; 0.69% of 350,000 active; AID 504558; in the data active means inhibition above about 41%;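 further: 0% = neutral control wells and 100% = reference inhibitor control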
TROY NFkB inh: blocks TROY-dependent signaling in reporter cells. AID 1347056. Q293 LMP1-TROYcd NF-kB luciferase reporter, 4 h. inhibition, % at 10 µM. 0.98% of 360,000 active;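 active means compounds whose plate-normalised and pattern-corrected inhibition of the luciferase reporter signal at the single screening dose is 50% or more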
C8 TRAIL sens: caspase-8 TRAIL sensitization; NB7+C8 cells + TRAIL, ATPlite viability luminescence; inhibition (viability loss, TRAIL sensitization), % at 10 µM; 1% of 360,000 active; AID 624354;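 active means compounds causing at least 50% loss of cell viability in the single-dose screen, relative to plate controls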
NCOA2 inhibitor: human SRC2 (NCOA2) inhibition; Q15596; HEK293 GAL4-SRC2 luciferase reporter, luminescence; inhibition, % at 9 µM; 0.17% of 370,000 active; AID 651957;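 active means inhibition above the mean inhibition of all tested compounds plus 3 SD, set per campaign, cut at about 52% in these data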;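 further: 0% = DMSO treated cells and 100% = cells given Gossypol at 36 µM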
NR2F2 inh: blocks human COUP-TFII nuclear receptor; P24468; HEK293T NGFI-A luciferase reporter, luminescence; inhibition, % at 8.6 µM; 0.7% of 370,000 active;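 active means inhibition above a per-plate cutoff, mean inhibition of test wells between control levels plus 3 SD, cut at about 38% in these data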;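 further: cells cotransfected with COUP-TFII expression vector driving the NGFI-A reporter; 0% = median of COUP-TF2 test wells and 100% = reporter-only cells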
An asterisk follows results filed as active; nt = no result given.

SMILES	TWEAK Fn14 block	KKLEB cytotox	SRC3 inh	CF NFkB block	LRH-1 inv ag	NCOA1 inh	LMP1 NFkB inh	TROY NFkB inh	C8 TRAIL sens	NCOA2 inhibitor	NR2F2 inh
CCCCN1C2=NC(c3ccccc3)CN2c2ccccc21 (stereo unspecified)	-20	-4	7	4	2	24	7	-4	7	-3	-1
Cc1c(NC(=O)c2cc3ccccc3o2)c(=O)n(-c2ccccc2)n1C	-21	-20	-9	3	-6	-1	-2	12	5	4	0
CCCCn1c(N)c(N(CCC)C(=O)C2CCCC2)c(=O)[nH]c1=O	0	10	6	-19	-23	9	0	-7	29	5	-2
COc1ccccc1C(=O)C1CCCN(C(=O)Nc2ccccc2F)C1 (stereo unspecified)	-2	-5	-33	-1	-41	-36	-7	-16	-14	-37	-4
O=C(NCc1cccnc1)c1cc(C2CCCCN2C(=O)OCCF)on1 (stereo unspecified)	-4	13	0	-20	13	-1	nt	4	1	4	-11
Cc1cc(C(=O)Nc2ccc3c(c2)OCCO3)c(C)o1	3	-4	-81	-9	-146	-87	-12	-65	22	-25	-37
COc1ccc(C(=O)NCCSCc2ccco2)cc1OC	2	-6	-3	-8	18	8	-4	-33	-11	-10	14
COc1cc(CNC[C@H]2O[C@@H](n3cc(C)c(=O)[nH]c3=O)C[C@@H]2O)ccc1OCc1cccc(Cl)c1	6	-13	8	-26	0	13	2	-9	7	-12	-6
Cc1nc2nc(CSc3ccc(Cl)cc3)cc(=O)n2[nH]1	-5	-9	8	-11	0	-22	-7	21	-12	-1	-3
Cc1cc(C(=O)OCC(=O)N2CC(=O)Nc3ccccc32)c(C)n1-c1ccccc1	14	-6	6	5	-1	0	13	26	6	-3	16
CCN(CC)CCC(=O)Nc1cccc2c1C(=O)c1ccccc1C2=O	-26	-1	41	-122	-19	45	-38	-103	5	-156	-39
O=C(CSc1ccccc1)N1CCCC(Nc2ccccc2)C1 (stereo unspecified)	-17	3	13	-17	-9	4	4	-9	10	-6	4
CC[C@]12c3[nH]c4ccc(Cl)cc4c3CCN1C(=O)[C@@H](CC(=O)NCc1cccc(C(F)(F)F)c1)C[C@@H]2C(=O)N1CCN(C(=O)c2ccco2)CC1	21	-39	12	35	19	4	-12	43	61*	-44	25
CNC(=O)c1ccsc1NC(=O)c1ccc2c(c1)CCCC2	-26	-38	-76	-1	-29	-56	-46	-38	40	-30	-42
COc1ccccc1NC(=O)CN1CC(=O)Nc2ccccc21	-12	-8	6	-7	-8	1	2	7	-9	-38	1
CCC(N1CCOC1=O)S(=O)(=O)c1ccc(C)cc1 (stereo unspecified)	-22	15	24	-15	7	-3	-1	-38	2	-2	-11
CCOC(=O)c1ccc(N2C(=O)CC(N3CCN(C/C=C/c4ccccc4)CC3)C2=O)cc1 (stereo unspecified)	2	-6	-10	-2	-24	-12	1	nt	0	7	9
CCOC(=O)c1c(C)[nH]c(C(=O)C(C)OC(=O)c2cnc(C)cn2)c1C (stereo unspecified)	0	2	15	-24	13	1	0	2	-13	9	-39
COCCNC(=O)C1CCCN(C(=O)c2ccnc(Cl)c2)CC1 (stereo unspecified)	-13	-1	-7	6	3	-7	nt	3	-7	-8	4
C[C@H](CO)N1C[C@H](C)[C@@H](CN(C)S(=O)(=O)c2ccccc2)OCc2cn(nn2)CCCC1=O	13	6	6	2	-8	-62	-1	-6	-8	-6	2
O=C(COC(=O)CNS(=O)(=O)c1ccc2ccccc2c1)Nc1ccc2c(c1)OCO2	-12	9	6	-1	-3	4	-1	-4	-5	-9	1
COc1ccc(-n2c(SCC(=O)N3CCCC(C)C3)nnc2-c2cccnc2)cc1 (stereo unspecified)	8	-2	11	17	10	1	8	5	5	-4	0
COc1ccc(N(C=O)C(C(=O)Nc2c(C)cccc2C)c2ccccc2)cc1 (stereo unspecified)	11	12	12	-13	-22	-1	3	-7	-12	-3	7
O=[N+]([O-])c1ccccc1NC1CCN(Cc2ccccc2)CC1	6	-7	34	13	-10	-10	-12	14	6	2	-4
CCCCNCc1cc(OCC)c(OCC(N)=O)cc1Br	-6	8	-14	-27	-45	10	-9	-31	12	-9	-3

Laid out differently: results already given.
Every second line gives: TWEAK Fn14 block | KKLEB cytotox | SRC3 inh | CF NFkB block | LRH-1 inv ag | NCOA1 inh | LMP1 NFkB inh | TROY NFkB inh | C8 TRAIL sens | NCOA2 inhibitor | NR2F2 inh
O=C(COC(=O)CNS(=O)(=O)c1ccc2ccccc2c1)Nc1ccc2c(c1)OCO2
  -12 | 9 | 6 | -1 | -3 | 4 | -1 | -4 | -5 | -9 | 1
COc1ccc(-n2c(SCC(=O)N3CCCC(C)C3)nnc2-c2cccnc2)cc1 (stereo unspecified)
  8 | -2 | 11 | 17 | 10 | 1 | 8 | 5 | 5 | -4 | 0

New compounds follow
SMILES	TWEAK Fn14 block	KKLEB cytotox	SRC3 inh	CF NFkB block	LRH-1 inv ag	NCOA1 inh	LMP1 NFkB inh	TROY NFkB inh	C8 TRAIL sens	NCOA2 inhibitor	NR2F2 inh
COc1ccc(NC(=O)/C(C#N)=C\C=C\c2ccco2)cc1	0	-12	10	-4	18	10	-9	-61	12	12	6
CC(=O)c1nnn(-c2ccc(F)cc2F)c1C	15	14	10	-2	-3	8	2	2	0	-10	7
Cc1cccc(NC(=O)COc2coc(CN3CCN(c4ccccc4)CC3)cc2=O)c1C	-1	-6	11	-28	29	10	8	8	12	6	28
COc1ccc(/C=N/Nc2nc(-c3ccc(C)cc3)c(C#N)c(=O)[nH]2)cc1	15	7	-4	-26	-1	7	-57	32	-3	7	-5
COc1ccc(C(=O)C=Cc2ccc3c(c2)OCO3)cc1OC	-20	-15	-13	41	-10	-11	5	-29	-1	-16	-5
CC(=O)c1cc(C#N)c(SCc2ccc(F)cc2)nc1C	-62	7	-12	8	4	-4	-6	-67	0	-8	5
O=C(COC(=O)c1ccccc1Nc1ccccc1)Nc1ccccc1	-18	2	-4	-2	-10	-11	0	0	2	-36	-10
CCc1noc(C)c1C(=O)N(C)CC(=O)Nc1ccc(F)c(F)c1F	14	-6	-12	1	2	-7	4	-6	-6	-1	4
COc1cc(OC)cc(C(=O)N[C@H](C(=O)Nc2nc3ccccc3[nH]2)C(C)C)c1	21	-38	22	64*	36	13	17	23	-37	4	-19
CC(=O)c1cccc(OCC(O)CN2CCN(C(=O)c3ccco3)CC2)c1 (stereo unspecified)	9	7	7	-14	-31	-9	-6	21	-3	18	3
Cn1c(CN2CCCCC2)nc2cc(NC(=O)c3ccc(F)cc3)ccc21	2	-2	-2	5	9	-16	8	14	15	-1	26
Nc1c(CO)nnn1-c1ccccc1	-11	20	5	-16	-9	-1	-25	-12	-7	1	14
Cc1c(OC(C)C(=O)N[C@@H](Cc2ccccc2)C(=O)O)ccc2c3c(c(=O)oc12)CCCC3 (stereo partly specified)	-34	4	-3	16	-8	-9	-1	21	17	-3	7
CC(C)=C1C2CCC1C(C(=O)NCc1ccccc1)C2C(=O)O (stereo unspecified)	4	7	12	0	12	4	-3	11	2	-2	19
O=C(COc1ccc2ccc(=O)oc2c1)Nc1ccc(N2CCCCC2)cc1	8	7	-11	-46	15	-5	5	7	-3	3	7
COc1ccccc1-c1nc(C#N)c(N2CCN(c3cccc(Cl)c3)CC2)o1	10	-5	-5	11	-2	-3	2	25	-5	nt	nt
Cc1onc(-c2ccccc2)c1C(=O)N/N=C/c1cc2c(cc1Cl)OCO2	20	-2	17	-17	2	16	7	31	-8	-10	10
CCOC(=O)C1C(c2ccccc2)NC(=S)NC1(C)O (stereo unspecified)	-3	0	13	6	8	8	30	-8	-5	2	29
CC(C(=O)NCC1CCCO1)n1cc([N+](=O)[O-])cn1 (stereo unspecified)	1	-9	-7	19	3	-15	-3	3	-3	-4	2
O=C(COC(=O)Cc1cn2ccsc2n1)NCc1ccc2c(c1)OCO2	5	7	-16	5	4	-49	-2	0	15	-29	8
COc1ccc(CCNC(=O)CCOc2cc(C)ccc2C)cc1OC	-14	6	11	-6	4	-1	-3	-11	5	10	-12
COc1ccc(/C=C2\SC(=S)N(CCCC(=O)N3CCCCC3CCO)C2=O)cc1 (stereo unspecified)	34	-12	34	14	27	24	7	28	13	77*	54*
O=C1c2cc([N+](=O)[O-])ccc2-c2cc(Cl)c(NC(=O)C(F)(F)F)cc21	-12	18	-4	-44	23	-19	-7	5	-23	10	8
N#CCC(=O)Nc1ccc(C(=O)OCC(=O)NCCCc2ccccc2)cc1	8	-16	6	-7	11	5	6	8	-7	-11	-9
Cc1ccccc1-c1csc(C(C)(O)c2ccc(F)c(F)c2)n1 (stereo unspecified)	-10	1	-6	19	-8	4	nt	-22	-1	-15	1
Additional results.
SMILES	TWEAK Fn14 block	KKLEB cytotox	SRC3 inh	CF NFkB block	LRH-1 inv ag	NCOA1 inh	LMP1 NFkB inh	TROY NFkB inh	C8 TRAIL sens	NCOA2 inhibitor	NR2F2 inh
CSCCC(=O)N1CCC(n2nccc2NC(=O)CCCc2ccccc2)CC1	-8	-1	-14	17	-15	-15	-8	-24	-17	-18	4
COc1ccc(/C=C/c2c(-c3ccc(OC)cc3)oc3ccc(-c4ccc(OC)cc4)cc23)cc1	-1	-2	-16	-3	-10	-14	2	0	-2	-10	-5
Cc1ccccc1OCC(=O)Nc1ccccc1-c1ccccc1NC(=O)COc1ccccc1C	14	-14	10	24	0	-2	-3	-1	11	-7	6
COc1ccccc1CC1(C)C(=O)Nc2ccc(OC(F)(F)F)cc21 (stereo unspecified)	-6	-13	6	-4	3	20	nt	2	-1	15	-10
FC(F)(F)c1cnc(NNC(=S)Nc2cccnc2)c(Cl)c1	2	0	23	7	-1	15	28	8	5	-23	7
O=C(Cc1ccc([N+](=O)[O-])cc1)c1ccccc1	-8	-6	-17	-6	-8	-18	-1	-41	-3	-26	-16
O=c1nc2n(c3sc4c(c13)CCCC4)C(CBr)CS2 (stereo unspecified)	-7	4	1	3	4	-26	-42	-5	26	-14	-2
CCn1nnc(-c2ccccc2NS(=O)(=O)c2ccc(S(=O)(=O)N3CCCCCC3)cc2)n1	-7	-15	5	7	2	2	-15	-5	-12	-2	-9
CCC1CCCCN1C(=O)CCS(=O)(=O)c1ccc2c(c1)CCN2C(C)=O (stereo unspecified)	11	12	8	0	2	-33	-1	9	-6	-4	-2
O=C(CCCCn1c(=O)[nH]c2ccsc2c1=O)NCCc1ccccc1	12	1	8	4	2	-12	-3	8	-21	13	22
CC(C)N(C(=O)CN1CCN(S(=O)(=O)c2ccc(Br)s2)CC1)C(C)C	11	2	-5	-5	-27	-10	-8	-7	8	5	-1
CSc1nc2ccc(S(=O)(=O)N(C)C)cc2s1	14	7	14	-22	-4	-10	-22	-14	4	13	-3
CN(C)c1c(F)cc(C(=O)NCc2ccccc2)cc1F	7	0	-10	-3	1	-1	-5	-11	2	5	-10
Cc1ccc(C(=O)N/N=C2\CCCc3ccccc32)c(C)c1	-36	1	-22	-11	-60	-39	-17	-15	34	-59	-20
Nc1[nH]n(-c2ccccc2)c(=O)c1N=Nc1ccccc1[N+](=O)[O-]	-17	1	-27	-31	-127	-70	-44	-71	10	-68	-51
CN1CCCC(OC(=O)COc2ccccc2)C1 (stereo unspecified)	7	9	12	-6	-7	1	-4	-9	5	-7	3
O=C(NCCCCCCOC1=NS(=O)(=O)c2ccccc21)C(=O)Nc1ccccc1	-1	3	-31	-9	-40	-54	-16	-38	8	-42	-13

Assay outcomes deposited in PubChem BioAssay by several laboratories.

Not a hit list; about 4.2% have a hit in one of these screens.
